Neddyl block: cullin neddylation inhibition | TR-FRET cullin neddylation, biochemical | calls only at 25 µM | 360,000 compounds, 0.58% hits; in the data active = inhibition above about 36%
NRP1-CendR mod: modulators of CendR peptide binding to human neuropilin-1; inhibition, % at 25 µM; FAM-RPARPAR peptide binding to NRP-1, fluorescence polarization; 360,000 compounds, 0.85% hits; O14786;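 active = inhibition or corrected inhibition above about 18%, plus a signal ratio from 0.5 to 1.5, limit read from the data, passing the limit was not always enough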; note: strong numbers were not always called active
SKN-1 block: inhibitors of C. elegans SKN-1. C. elegans VP596 Pgst-4::GFP/RFP ratio, acrylamide-induced, 24 h. inhibition, % at 21.8 µM. 360,000 compounds, 0.49% hits. AID 624304;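 active = interference check ratio from 0.5 to 1.5 plus GFP to RFP signal ratio inhibition reaching or exceeding a fixed threshold, cut at about 30% in these data, passing the limit was not always enough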; note: some compounds called inactive have numbers as strong as hits
DNMT1 block: DNMT1 (human) enzyme inhibition. P26358. 360,000 compounds, 0.83% hits. inhibition (reported as % activation of signal), % at 10 µM. DNMT1 molecular beacon, Hinp1I cleavage, fluorescence; in the data active = inhibition above about 50%
LMPTP inh: blocks human LMPTP phosphatase; inhibition, % at 20 µM; recombinant LMPTP-A, OMFP fluorogenic substrate, fluorescence intensity; P24666; 360,000 compounds, 0.22% hits;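 active = compounds that cut the enzyme signal by at least half of the control window in the single-dose screen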;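 note: plate controls were DMSO wells with enzyme plus substrate for no effect and substrate without enzyme for full effect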
Target sequence (P24666 whole entry, looked up): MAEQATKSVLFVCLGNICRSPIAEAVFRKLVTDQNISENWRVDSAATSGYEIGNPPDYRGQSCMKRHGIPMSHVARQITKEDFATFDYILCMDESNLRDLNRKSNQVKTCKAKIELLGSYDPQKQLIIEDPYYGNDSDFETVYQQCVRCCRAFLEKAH
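Test system – LMPTP-A phosphatase enzyme · Quantity – 0.625 nM LMPTP-A final · Reagent – OMFP substrate, 400 µM final · Dosing – one test concentration per compound, 20 µM, with 3% DMSO overall · Timing – 50 min enzyme reaction at room temperature, protected from light · Detection – fluorescence intensity · Controls – substrate-only low control, DMSO enzyme-plus-substrate high control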
TbMetRS inhib: Trypanosoma brucei MetRS inhibition; purified T. brucei MetRS, ATP depletion, Kinase-Glo luminescence; AID 624268; 360,000 compounds, 0.4% hits; inhibition, % at 11.9 µM;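 active = inhibition above a per-plate cutoff of the control wells' mean inhibition plus 3 SD, cut at about 5.5% in these data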;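 note: 0% = DMSO wells median and 100% = median of wells with control inhibitor compound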
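System: purified T. brucei MetRS enzyme / Detection: Kinase-Glo luciferase luminescence reporting remaining unconsumed ATP / Medium: HEPES buffer with MgCl2, KCl, DTT, spermine, BSA, pyrophosphatase / Replication: singlicate, one well per compound / Evaluation: percent inhibition relative to median high and low control wells / Schedule: 2 h aminoacylation at 25 °C after 15 min preincubation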
NadD inh: NadD (S. aureus) enzyme inhibition; inhibition, % at 20 µM; purified NadD enzyme, colorimetric absorbance read-out; 360,000 compounds, 0.78% hits; AID 602399; in the data active = inhibition above about 26%; note: some compounds past the cut are filed as inactive
Scp-1 inhibitor: inhibitors of human Scp-1 phosphatase. Q9GZU7. Recombinant Scp1, phosphopeptide, malachite green phosphate absorbance. inhibition, % at 20 µM. 340,000 compounds, 0.88% hits;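 active = inhibition above about 50% at 20 µM, limit read from the data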;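 note: plate controls were DMSO wells with enzyme for no effect and wells lacking enzyme for full effect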
Target sequence (Q9GZU7 76-261 limits assumed): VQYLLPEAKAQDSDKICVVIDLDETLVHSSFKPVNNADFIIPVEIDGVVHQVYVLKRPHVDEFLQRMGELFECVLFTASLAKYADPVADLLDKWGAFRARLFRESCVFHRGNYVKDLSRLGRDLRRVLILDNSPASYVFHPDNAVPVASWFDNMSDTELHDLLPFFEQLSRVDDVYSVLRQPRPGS
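Assay system: SCP-1 catalytic fragment, aa 76-261 | Buffer or medium: Tris acetate buffer pH 5.5 with MgCl2 and Tween-20 | Compound: One concentration, 20 µM, with 1.0% DMSO | Also added: Phospho 17-mer peptide substrate | Signal: Absorbance at 630 nm | Incubation: 45 min enzyme reaction at room temperature | Measure: % inhibition of SCP-1 phosphate liberation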
STEP block: blocks human striatal-enriched tyrosine phosphatase; P54829; recombinant STEP, OMFP fluorogenic substrate, fluorescence; inhibition, % at 20 µM; 360,000 compounds, 0.25% hits;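 active = inhibition at 20 µM, scaled per plate between control wells, above about 37%, limit read from the data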;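 note: 0% = DMSO with enzyme and substrate and 100% = substrate only without enzyme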
Target sequence (P54829 whole entry, looked up): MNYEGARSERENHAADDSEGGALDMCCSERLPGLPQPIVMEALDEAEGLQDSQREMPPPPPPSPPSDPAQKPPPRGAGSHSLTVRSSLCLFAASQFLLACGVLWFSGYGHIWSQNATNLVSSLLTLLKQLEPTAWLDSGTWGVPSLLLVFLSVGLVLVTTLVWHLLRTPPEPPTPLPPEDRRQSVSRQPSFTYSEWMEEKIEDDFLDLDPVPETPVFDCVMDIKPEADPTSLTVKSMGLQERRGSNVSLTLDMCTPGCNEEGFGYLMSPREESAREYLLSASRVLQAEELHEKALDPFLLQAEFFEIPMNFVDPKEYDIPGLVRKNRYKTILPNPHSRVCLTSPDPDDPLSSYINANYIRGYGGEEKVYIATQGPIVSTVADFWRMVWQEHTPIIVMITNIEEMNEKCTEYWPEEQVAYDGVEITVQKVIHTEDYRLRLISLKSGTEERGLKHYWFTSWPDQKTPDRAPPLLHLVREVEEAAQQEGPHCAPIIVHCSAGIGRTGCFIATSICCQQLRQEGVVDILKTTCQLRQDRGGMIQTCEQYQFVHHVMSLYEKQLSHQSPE
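System: isolated STEP enzyme; schedule: 20 min enzyme reaction at room temperature, protected from light; medium: Bis-Tris buffer pH 6.0, 2.5 mM DTT, 0.005% Tween 20; signal: fluorescence, 480/540 nm; dosing: single compound dose of 20 µM, 1% DMSO final; also added: OMFP substrate, 25 µM final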
SUMO1-SIM PPI: SUMO1-SIM interaction modulation; SUMO1 binding to a labelled peptide, TR-FRET, 1 h; inhibition, % at 20 µM; 360,000 compounds, 0.33% hits; AID 602429; in the data active = inhibition above about 37%
Target sequence (P63165 whole entry, looked up): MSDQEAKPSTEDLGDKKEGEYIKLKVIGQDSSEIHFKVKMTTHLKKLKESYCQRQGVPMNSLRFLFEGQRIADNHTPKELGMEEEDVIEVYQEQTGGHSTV
Starred values were filed as active, the others as inactive; i = inactive; · = no result given.

SMILES	Neddyl block	NRP1-CendR mod	SKN-1 block	DNMT1 block	LMPTP inh	TbMetRS inhib	NadD inh	Scp-1 inhibitor	STEP block	SUMO1-SIM PPI
COc1ccc(C2CC(=O)N(CC(=O)NCC3CCCO3)c3ccccc3S2)cc1OC (centres undefined)	i	13.6	2.2	-1.3	-1.1	-1.1	6.4	0.7	-3.6	-2.7
O=C1NC2c3ccccc3C(=O)N2c2c1cnn2-c1ccccc1 (centres undefined)	i	-14.7	17.1	1.0	-1.8	-1.6	4.7	-1.5	-0.6	2.8
Cc1ccc(O)c(C(=O)c2cc(C#N)c(=O)n(Cc3ccccc3)c2)c1	i	-37.8	-6.6	-4.9	-0.8	-0.3	9.6	-2.7	23.3	-3.7
O=C(/C=C/c1cccc(Cl)c1)NCCN1CCOCC1	i	12.1	-2.0	-2.6	-1.9	-0.3	-1.2	-3.9	-7.1	-8.9
O=C(OCc1nc2ccccc2[nH]1)C1CCCCC1	i	-2.7	-19.3	-0.2	-1.0	14.4*	0.9	-1.8	-2.2	-1.9
CN(Cc1ccco1)C(=O)c1ccc(N2CCCC2=O)cc1	i	1.4	-9.6	0.8	-0.3	-0.8	-0.9	-6.1	-2.5	-1.0
OCc1ccnc2c(O)cccc12	i	-3.6	5.8	5.6	5.5	-0.9	-0.4	-2.9	-1.6	-7.8
CCN(CC)S(=O)(=O)c1cccc(NC(=O)CNC2CCCCCC2)c1	i	3.1	-24.4	-0.2	-1.4	-1.2	-15.3	-5.6	-0.9	-0.1
Fc1ccc(-c2nc3cnccn3c2NC2CCCC2)cc1	·	7.2	-4.1	-1.3	2.1	0.3	-0.5	-3.4	0.0	-6.3
CCOC(=O)C1=CCN(S(=O)(=O)c2ccc(C)cc2)C1c1cccs1 (centres undefined)	i	-7.3	8.7	-1.2	0.9	0.1	-7.3	·	0.1	0.7
CN1CCN(c2ccc(C(=O)c3ccccc3)cc2[N+](=O)[O-])CC1	i	-7.2	6.4	-4.1	-0.4	-0.1	-3.2	-5.3	1.2	-22.4
C/C=C/c1ccc(OCCCNC2CCCC2)c(OC)c1	i	5.8	-8.8	1.9	-2.6	-0.3	-2.3	5.5	4.0	-1.0
O=C(C1CCN(C2CC(=O)N(c3ccc(Cl)cc3)C2=O)CC1)N1CCOCC1 (centres undefined)	i	6.3	8.9	1.0	-1.4	1.4	4.6	0.3	-0.2	-1.9
CCOc1ccc(N=C2NC(=O)C(CC(=O)O)S2)cc1 (centres undefined)	i	19.0	-4.6	-0.5	-3.9	-0.5	8.5	-8.3	0.1	-0.1
CCn1c(C(C)NC(=O)c2cccc(C)c2)nc2ccccc21 (centres undefined)	i	-13.1	10.5	3.5	-0.9	-0.3	-9.9	-1.2	-2.1	2.4

4 compounds out of the list, ordered by formula weight, ascending:
SMILES	Neddyl block	NRP1-CendR mod	SKN-1 block	DNMT1 block	LMPTP inh	TbMetRS inhib	NadD inh	Scp-1 inhibitor	STEP block	SUMO1-SIM PPI
CCOc1ccc(N=C2NC(=O)C(CC(=O)O)S2)cc1 (centres undefined)	i	19.0	-4.6	-0.5	-3.9	-0.5	8.5	-8.3	0.1	-0.1
O=C1NC2c3ccccc3C(=O)N2c2c1cnn2-c1ccccc1 (centres undefined)	i	-14.7	17.1	1.0	-1.8	-1.6	4.7	-1.5	-0.6	2.8
CN1CCN(c2ccc(C(=O)c3ccccc3)cc2[N+](=O)[O-])CC1	i	-7.2	6.4	-4.1	-0.4	-0.1	-3.2	-5.3	1.2	-22.4
Cc1ccc(O)c(C(=O)c2cc(C#N)c(=O)n(Cc3ccccc3)c2)c1	i	-37.8	-6.6	-4.9	-0.8	-0.3	9.6	-2.7	23.3	-3.7

(continued)
SMILES	Neddyl block	NRP1-CendR mod	SKN-1 block	DNMT1 block	LMPTP inh	TbMetRS inhib	NadD inh	Scp-1 inhibitor	STEP block	SUMO1-SIM PPI
COC(=O)CCCC(=O)N1CCC(CCC(=O)NCc2ccc(F)cc2)CC1	i	3.8	-11.8	-2.1	-1.3	-0.8	-1.9	0.3	-0.5	-4.2
O=C(CSc1c(F)c(F)cc(F)c1F)Nc1ccc(C2SCCS2)cc1	i	-4.7	3.8	3.3	1.1	-0.5	-3.1	-4.3	3.2	-2.4
CC(C)OCCCNC(=O)c1ccc2c(=O)n(Cc3ccc4c(c3)OCO4)c(=S)[nH]c2c1	i	4.7	-0.9	3.2	-0.7	1.7	3.6	-1.7	-3.2	1.6
CNc1nc(=O)n(C2CCCO2)cc1C (centres undefined)	i	-12.3	13.2	8.6	-0.3	-0.4	-5.3	9.6	-1.8	-4.6
CCOC(=O)c1c(-c2ccccc2)oc2ccc(OCC(=O)NN)cc12	·	-3.3	-2.9	2.7	-1.2	-2.5	17.6	3.8	3.0	-11.6
CNC(=O)CCC(=O)Nc1ccc(C)cc1	i	3.7	5.9	2.4	-0.3	-0.5	-2.5	1.2	-3.4	0.6
CC(=O)C1=C(O)C(=O)N(c2ccccn2)C1c1ccc(Cl)cc1 (centres undefined)	i	-0.1	-1.7	0.9	-2.3	-0.2	3.7	-2.4	-2.1	-1.2
CC(OC(=O)CNC(=O)c1ccco1)C(=O)Nc1ccc(Cl)cn1 (centres undefined)	i	13.6	9.3	3.7	-1.7	-0.3	2.0	-7.6	-1.6	4.3
Cc1cc(C)n2nc(C(=O)N/N=C/c3ccccc3C)nc2n1	i	-4.7	6.8	0.1	-0.9	0.1	-3.5	-10.9	7.7	-4.6
CNc1cccc2c1C(=O)c1ccccc1C2=O	i	16.6	45.1*	13.5	3.9	-1.3	-5.7	2.7	-0.1	-19.1
Cn1c(C(=O)N2CCOCC2)cc2c(=O)n3ccccc3nc21	·	10.7	20.1	-0.4	1.0	-0.2	-0.8	-6.1	-0.2	-17.9
O=C(Cc1cccc2ccccc12)Nc1ccc2oc(-c3ccccc3)nc2c1	i	4.4	-0.4	-1.9	1.2	0.0	4.8	-5.5	1.7	2.9
CC1(C)Cc2c(sc(NC(=O)C3CC(Cl)=CCC3C(=O)O)c2C#N)CO1 (centres undefined)	i	2.3	1.0	3.9	0.4	0.5	0.0	-4.1	2.2	-2.7
C[C@@]12CCC=C[C@H]1[C@H](c1ccc3ccccc3c1)N(Cc1ccccc1)C2=O	i	4.5	7.2	-1.8	5.1	-0.3	-5.4	-7.7	3.5	5.8
CC(C)(C)NC(=O)Cn1ccc(=N)c2ccccc21	i	7.2	-1.6	0.9	-1.6	-0.1	3.0	-15.4	0.9	-1.9
O=C(COC(=O)c1cc(Cl)ccc1O)NCCC1=CCCCC1	i	20.5*	8.4	1.6	0.2	-0.4	-0.4	-1.1	-0.4	-5.6
CC(C)C(=O)c1ccc(O)c(O)c1	i	-4.6	-20.5	0.9	-0.7	-1.0	-6.8	0.2	1.7	-3.8
COc1ccc(CN2CCN(C(=O)c3cccs3)CC2)c(OC)c1OC	i	1.6	-11.4	-1.5	-0.7	-1.1	3.4	1.1	-1.1	0.9
N#CC1=C(SCC(=O)NC23CC4CC(CC(C4)C2)C3)NC(=O)C(C#N)C12CCCCC2 (centres undefined)	i	-0.5	-3.5	-2.7	1.6	-0.4	6.5	-9.5	0.6	0.1
CC(C)Oc1ccc(S(=O)(=O)N2CCOCC2)cc1NC(=O)Cc1c(F)cccc1Cl	i	3.2	16.4	89.5*	0.8	0.0	-6.7	-3.8	1.2	1.1
CC(C)C[C@@]12C(=O)N(c3cccc(Cl)c3)C(=O)N1[C@H](c1ccc(F)cc1)[C@@H]1C(=O)N(C3CCCCC3)C(=O)[C@@H]12	i	2.4	4.4	-4.4	1.2	-0.1	12.0	-11.6	-3.2	12.3
CCOc1ccc(OCc2ccc(C(=O)N(CC)CC)cc2)cc1	i	-1.0	3.0	-0.7	-1.5	-0.3	-4.7	-2.8	0.6	-1.3
CN1CCCC(C)(C(=O)Nc2cccc(Oc3ccccc3)c2)C1 (centres undefined)	i	7.4	18.3	0.9	-2.0	-0.3	-4.4	·	-1.6	-2.6
O=C(Nc1ccccc1)C1Cc2ccccc2CN1C(=O)c1ccco1 (centres undefined)	i	-18.8	3.9	9.8	0.8	0.0	4.7	2.5	0.5	1.9
Cc1cc(C(=O)N2CCN(S(=O)(=O)c3ccc(C)c(C)c3)CC2)no1	i	5.6	7.7	0.4	-1.0	-0.3	-5.4	1.0	2.0	5.9
Cc1cc(Cl)ccc1OCC(=O)N1C(C)CCCC1C (centres undefined)	i	0.3	4.1	1.8	-1.3	-0.5	10.9	-6.5	-4.2	4.5
C=CCn1c(SCC(=O)NCC2CCCO2)nc2scc(-c3ccccc3)c2c1=O (centres undefined)	i	1.6	-3.3	0.7	0.1	0.1	0.6	-8.3	1.3	4.2
NC(N)=NS(=O)(=O)c1ccc(NC(=S)NC(=O)c2ccncc2)cc1	i	5.0	9.6	0.5	-0.4	-0.3	3.7	-3.8	-1.4	0.5
COc1ccc(CCC(=O)Nc2ccc(C(=O)c3ccncc3)cc2)cc1	i	16.1	20.7	1.5	0.0	0.3	-6.6	-17.3	-2.0	-11.9
CCCC(=O)NC(c1ccc(C(C)C)cc1)c1ccc2cccnc2c1O (centres undefined)	i	12.8	14.6	-0.9	-0.5	0.3	7.8	23.0	2.0	1.7
O=C(CCCSc1nc(-c2ccco2)cc(C(F)(F)F)n1)NCc1cccs1	i	-5.2	9.5	-3.8	4.6	0.0	-2.9	-13.2	3.9	-5.4
O=C(NCCCCNC(=O)c1ccccc1Br)c1ccccc1Br	i	2.5	2.8	0.5	-0.7	-1.4	7.2	-10.8	-1.6	1.5
Cn1nc(C(F)(F)F)c(C(=O)Nc2ccc(C(F)(F)F)cc2)c1Cl	i	1.6	-24.4	9.6	1.0	-1.8	1.1	-8.0	-1.6	-2.5
O=C(CNC(=O)c1ccco1)Nc1ccc(F)c(Cl)c1	i	10.8	5.4	6.5	-1.4	-0.1	1.1	-6.0	-0.9	4.0
CCC(CC)C(=O)Nc1nnc(SCC(=O)N2CCN(c3ccccc3OC)CC2)s1	i	-10.5	6.1	-4.7	0.4	-0.2	3.5	-2.2	-0.1	1.7
CCNc1nc(Oc2ccc(=O)n(C)n2)nc(N2CCOCC2)n1	i	5.4	-12.2	-2.2	-2.0	-0.7	-1.6	-2.2	-3.2	-4.3
COc1ccccc1NC(=O)Nc1ccc(Br)cn1	i	-5.3	-2.3	3.8	-0.7	-0.7	1.2	6.8	5.1	0.6
O=C(c1ccccc1)c1cnc(-c2ccccc2)s1	i	2.8	11.6	0.2	3.1	0.2	-12.7	13.1	0.3	-30.8
Cc1cc2cc(CNC(=O)c3ccc4c(c3)OCO4)ccc2n1C	i	19.6*	33.2	-4.7	55.2*	-0.8	17.6	-1.0	0.5	-22.1
COCCN1C(=O)N[C@@H](c2cccc(F)c2)C(C(C)=O)=C1C	i	12.8	10.4	-1.2	-0.2	-0.1	-0.2	-3.0	0.1	-1.4
